# ERa coact inh: ER-alpha (human) coactivator binding inhibition. P03372. TR-FRET ER-alpha LBD / SRC-1 peptide, estradiol-bound. inhibition, % at 25.6 µM. hit rate 1.7% among 86,000; in the data active = inhibition above about 50%;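 also: 0% = receptor plus peptide control and 100% = peptide only without receptor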
# Target sequence (P03372 whole entry, looked up, the tested form may be a part): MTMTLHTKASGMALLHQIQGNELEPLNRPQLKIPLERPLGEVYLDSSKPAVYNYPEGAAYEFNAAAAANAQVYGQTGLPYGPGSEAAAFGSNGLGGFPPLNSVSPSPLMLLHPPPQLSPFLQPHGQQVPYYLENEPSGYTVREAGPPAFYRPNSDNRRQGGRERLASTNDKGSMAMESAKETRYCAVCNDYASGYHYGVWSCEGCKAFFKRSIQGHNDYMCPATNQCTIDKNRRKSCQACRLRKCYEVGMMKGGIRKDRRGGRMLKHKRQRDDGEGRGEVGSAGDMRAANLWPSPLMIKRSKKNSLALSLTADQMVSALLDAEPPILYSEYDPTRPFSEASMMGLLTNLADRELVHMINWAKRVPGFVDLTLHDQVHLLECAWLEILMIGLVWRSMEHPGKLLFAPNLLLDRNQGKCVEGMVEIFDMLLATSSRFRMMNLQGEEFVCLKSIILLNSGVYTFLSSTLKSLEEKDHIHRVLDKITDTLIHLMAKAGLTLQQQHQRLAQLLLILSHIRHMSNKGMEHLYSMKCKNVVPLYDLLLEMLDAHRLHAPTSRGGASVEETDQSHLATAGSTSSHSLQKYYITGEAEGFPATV
# Pyk2 oligo antag: blocks oligomerization of human Pyk2 in cells. Q293 cells, Pyk2 FERM NanoBiT luminescence; hits give low values. hit rate 0.83% among 99,000. z-score (the deposit names both 25 µM and 10 µM);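 active = Z-score of -3 or lower, scaled per plate to the spread of control and sample wells; inactive = z-score above -3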;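 also: negative z-score means lost luminescence so less FERM oligomerization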
# * hit, by the source's call; . = not tested or not shown; [ ] = remark or other dose.
# Preview (two entries):
ERa coact inh | Pyk2 oligo antag | structure
. | -1.13 | CCN1C(=O)c2cccc3c(NC(=O)c4ccc(S(=O)(=O)N(C)C)cc4)ccc1c23
. | 0.47 | CCc1cccc2cc3c(N)c(C(=O)Nc4ccc(S(=O)(=O)N5CCCC5)cc4)sc3nc12

# The whole of this part (from the top)
ERa coact inh | Pyk2 oligo antag | structure
. | -1.13 | CCN1C(=O)c2cccc3c(NC(=O)c4ccc(S(=O)(=O)N(C)C)cc4)ccc1c23
. | 0.47 | CCc1cccc2cc3c(N)c(C(=O)Nc4ccc(S(=O)(=O)N5CCCC5)cc4)sc3nc12
. | 0.1 | CCCn1c(NC(=O)c2ccco2)nc2ccccc21
. | 0.9 | CCOC(=O)C1CCN(C2CC(=O)N(c3cccc(Cl)c3)C2=O)CC1 (stereo not given)
. | 0.47 | N#C/C(=C(/O)COC(=O)CSc1ccc2ccccc2c1)c1nc2ccccc2[nH]1
. | 0.43 | CN1CCC2(CC1)Nc1nc(SCc3ccc(Cl)cc3)nn1C1=C2CN(C)CC1
. | 1.48 | N#C/C(=C\c1cn(-c2ccccc2)nc1-c1ccccc1)S(=O)(=O)c1ccccc1
. | -0.48 | COc1cc(NC(=O)C2=C(N3CCOCC3)/C(=C\c3ccc(Cl)cc3Cl)CC2)cc(OC)c1OC
. | 0.48 | Cc1ccc(N=CC=C2OC(C)(C)C(C)(C)O2)cc1
. | -0.04 | CCCNc1ccc(S(=O)(=O)N(CC)CC)cn1
. | 1.87 | O=C(Nc1ccc(Cl)cc1F)c1cc(S(=O)(=O)N2CCCCC2)ccc1F
. | 0.61 | CC(CCc1ccccc1)NC(=O)c1ccc(NC(=O)c2cccc(Br)c2)cc1 (stereo not given)
. | 0.43 | O=C(CN(Cc1ccccc1)C1=NCCS1)c1ccccc1
. | -1.14 | C=CCn1c(O)c(N=NC(=S)Nc2ccc(OC)cc2)c2ccccc21
. | -0.31 | Oc1ccccc1C=Nc1ccccc1-c1nc2ccccc2[nH]1
. | -1.15 | CC(=C/c1ccccc1)/C=N/Nc1nc(N2CCOCC2)nc(N2CCOCC2)n1
. | 0.22 | CCCc1[nH]nc2c1C(c1c(C)nn(-c3ccccc3)c1Cl)C(C#N)=C(N)O2 (stereo not given)
. | 0.06 | O=C(NCCNc1cc(Cl)ccc1[N+](=O)[O-])c1ccco1
. | -1.47 | COc1ccc(C(=O)C(CCC(CNC(C)(C)C)C(=O)c2ccc(OC)cc2)CNC(C)(C)C)cc1 (stereo not given)
. | 1.07 | CC(C)(C)CC(C)(C)NC(=S)NC1CCN(Cc2ccccc2)CC1
. | 1.36 | CC(=O)CCc1ccc(OCC(O)CNC2CCCc3ccccc32)cc1 (stereo not given)
. | -0.48 | COc1cccc(/C=N/c2sc(Cc3ccccc3)c(C)c2C(N)=O)c1O
. | -0.01 | CCOC(=O)N/N=C/c1ccc(OCCSc2ccc(Cl)cc2)c(OCC)c1
. | -3.6* | O=c1[nH]c(=O)n(-c2ccccc2)c2c1C(C(F)(F)F)(C(F)(F)F)N=C(CCC1CCCCC1)N2
. | 0.12 | CCOc1ccc2nc(/N=C/c3c(C)[nH]n(-c4ccc(C)cc4)c3=O)sc2c1
. | 1.32 | COC(=O)N/N=C/c1cn(Cc2ccc(Cl)cc2Cl)c2ccccc12
. | -0.22 | Cc1[nH]n(-c2c(Cl)cc(Cl)cc2Cl)c(=O)c1C=Nc1ccc(S(=O)(=O)N2CCOCC2)cc1
. | -0.35 | Cc1nn(C)c(C(=O)N/N=C/c2ccc(C(F)(F)F)cc2)c1[N+](=O)[O-]
. | -0.47 | COc1ccc(OC)c(/C=N/Nc2nncn2/N=C/c2cc(OC)ccc2OC)c1
. | -0.35 | CCN(CC)c1ccc(/C=C2\NC(=O)NC2=O)cc1
. | 0.28 | C/C(=N\NC(=O)CNc1cccc(C)c1)c1ccc(Br)s1
. | -1.23 | Cc1ccccc1NC(=O)/C(=C/c1cccs1)NC(=O)c1ccco1
. | 0.28 | CCc1ccc(C2N3CC4([N+](=O)[O-])CN2CC([N+](=O)[O-])(C3)C4(C)C)cc1 (stereo not given)
. | 0.35 | c1ccc(-c2cn3c(n2)-c2ccccc2C3)cc1
. | -0.62 | O=C(Nc1cccc(S(=O)(=O)N2CCOCC2)c1)c1c2c(nc3ccccc13)CCC2
. | 0.95 | Cc1cc(C)c2nc(NC(=O)[C@@H](NC(=O)c3cccc(S(=O)(=O)N4CCOCC4)c3)C(C)C)sc2c1
. | -2.07 | Cc1cccc(NC(=O)CSc2nc3nc4c(cc3c(=O)n2-c2ccccc2)CCCC4)c1
. | 0.01 | COc1ccccc1NC(=S)NCCSc1ccc(C)cc1
. | 0.5 | COc1ccccc1/C=C/C(=O)OCC(=O)NNC(=O)c1ccccc1
. | -0.54 | CCc1nnc(NS(=O)(=O)c2ccc(N=Cc3c(C)[nH]n(-c4ccc(C)c(C)c4)c3=O)cc2)s1
. | 0.72 | Cc1cc([N+](=O)[O-])nn1CC(=O)NCc1ccco1
. | 1.5 | O=C1C(=Cc2ccc(Br)o2)C(=O)c2ccccc21
. | -0.27 | Cc1ccc2nc(SCn3nnc4ccccc4c3=O)[nH]c2c1
. | 0.12 | CCCCn1cnc2c(sc3nc4c(cc32)CSC(C)(C)C4)c1=O
. | 0.39 | CC(C)[C@H]1CC[C@@H](C)C(C(=O)c2ccccc2)C1=O (stereo not given in full)
. | -0.47 | COc1ccc(C(C(=O)NC2CCCCC2)N(C(=O)CCl)c2ccc(Cl)cc2)cc1 (stereo not given)
. | -0.48 | N#C/C(=C\c1c(Cl)cccc1Cl)c1nc2ccccc2o1
. | -2.27 | O=C(COC(=O)c1ccccc1NS(=O)(=O)c1cccs1)NCC12CC3CC(CC(C3)C1)C2
. | -0.44 | CC(C)N(Cc1nc(-c2ccc(Cl)cc2)no1)C(=O)/C=C/c1ccccc1
. | 0.16 | O=C(C[n+]1ccc2ccccc2c1)Nc1cc(C(F)(F)F)ccc1Cl
. | -0.16 | CC1CC(C)CN(S(=O)(=O)c2ccc(NC(=S)NC(=O)c3ccccc3)cc2)C1 (stereo not given)
. | -0.11 | Cc1ccc(C(=O)N2CC(=O)Nc3ccccc32)o1
. | 2.53 | CNC(=S)N(C)c1ccccc1
. | 1.14 | CC1CCCN(CCOc2ccc(Br)cc2)C1 (stereo not given)
. | 1.7 | CC(C)(C)c1ccc(Cn2cnc(-c3ccc([N+](=O)[O-])cc3)c2)cc1
. | 0.75 | O=C(CCCc1nc2ccccc2s1)NCc1ccccc1
. | 0.94 | CC1CCN(C(=O)c2ccc(CSc3ccc(Cl)cc3)cc2)CC1
. | -1.46 | CCOC(=O)/C(=C\C=C\c1ccccc1)NC(=O)c1ccccc1
. | 0.1 | COc1ccc(/C(O)=C2/C(=O)C(=O)N(CC3CCCO3)C2c2cccc(OC)c2)cc1 (stereo not given)
. | 1.08 | COc1cccc(S(=O)(=O)Nc2cccc(C(=O)N3CCCCCC3)c2)c1

# Six entries picked at random from those above:
ERa coact inh | Pyk2 oligo antag | structure
. | 1.7 | CC(C)(C)c1ccc(Cn2cnc(-c3ccc([N+](=O)[O-])cc3)c2)cc1
. | 0.1 | COc1ccc(/C(O)=C2/C(=O)C(=O)N(CC3CCCO3)C2c2cccc(OC)c2)cc1 (stereo not given)
. | 0.94 | CC1CCN(C(=O)c2ccc(CSc3ccc(Cl)cc3)cc2)CC1
. | -0.48 | N#C/C(=C\c1c(Cl)cccc1Cl)c1nc2ccccc2o1
. | -1.46 | CCOC(=O)/C(=C\C=C\c1ccccc1)NC(=O)c1ccccc1
. | -0.27 | Cc1ccc2nc(SCn3nnc4ccccc4c3=O)[nH]c2c1

# Other results.
ERa coact inh | Pyk2 oligo antag | structure
. | 0.64 | COCCCNCCCCOc1ccc(C)cc1[N+](=O)[O-]
. | -1.93 | O=C(NC(=S)Nc1cccc(NC(=O)c2ccc(Cl)cc2Cl)c1)c1cccs1
. | 1.56 | O=[N+]([O-])c1cccc(C2Nc3cccc4cccc(c34)N2)c1
. | 0.17 | O=C1c2ccccc2NC2(CCCCC2)N1N=C1CCCCC1
. | 0.12 | CC(=O)NC1=C(N(C)C2CCS(=O)(=O)C2)C(=O)c2ccccc2C1=O (stereo not given)
. | 2.29 | COc1ccc(/C=N/N=C2/NC(=O)CC(C(=O)O)S2)cc1 (stereo not given)
. | -0.97 | Cc1cc(OCCn2ccnc2)ccc1C(C)C
. | 0.41 | CCN(CC)C(=O)COc1ccc(C=O)cc1OC
. | 1.35 | O=C(O)c1cccc(COc2ccccc2Cl)c1
. | -2.17 | Cc1ccc(-n2c(SCC(N)=O)nc3c(c2=O)C2(CCCC2)Cc2ccccc2-3)cc1
. | 1.78 | O=C(NNC(=O)C12CC3CC(CC(C3)C1)C2)c1cnccn1
. | 0.92 | COC(=O)c1cn(NC(=O)/C=C/c2ccc(OC)c(OC)c2)c(=O)c2ccccc12
. | -2.03 | COc1ccc(N=c2cc(-c3ccc(OC)cc3)oc3ccccc23)cc1
. | -2.75 | NS(=O)(=O)c1ccc(N=Nc2c(-c3ccccc3)[nH]n(-c3nc(-c4ccccc4)cs3)c2=O)cc1
. | -0.12 | COc1ccc(C/C(N)=N/OC(=O)c2cccc([N+](=O)[O-])c2)cc1
. | 0.18 | CN1CCN(NC(=O)COc2cccc(C(F)(F)F)c2)CC1
. | 0.51 | CN1CCN(CC(=O)N2N=C(c3cccs3)CC2c2ccco2)CC1 (stereo not given)
. | -1.78 | COc1ccc(NC(=O)CN(c2ccc([N+](=O)[O-])cc2)S(=O)(=O)c2ccccc2)cc1
. | -0.65 | Cc1c(Br)c([N+](=O)[O-])nn1CC(=O)N1CCCc2ccccc21
. | 0.36 | O=C(Nc1ccccn1)c1ccc(Br)c(S(=O)(=O)N2CCCCC2)c1
. | -2.15 | O=C(/C=C/c1cccs1)c1cc(Br)ccc1OC(=O)N1CCOCC1
. | -1.1 | CN(C)C(=S)SCC(=O)Nc1cccc(C(F)(F)F)c1
. | -2.65 | CCOc1ccc2c(c1)OC(c1ccc(C)cc1)(C(F)(F)F)NC2=O (stereo not given)
. | 1.13 | CCOc1cc(C(=O)OCC(=O)Nc2ccc(SC(F)F)cc2)cc(OCC)c1OCC
. | -0.46 | CC1C(c2ccccc2)N(C)C(c2ccccc2)C(C)C1(O)C#Cc1ccccc1 (stereo not given)
. | 1.12 | CCOC(=O)c1ccc(N2CN(CCc3ccccc3)CNC2=S)cc1
. | 0.39 | Cc1nnc(SCc2cc(=O)[nH]c(N3CCN(C)CC3)n2)s1
. | 0.93 | CCCNC(=O)CN(C)S(=O)(=O)c1ccc(F)cc1
. | -1.11 | COc1ccc(NC(=O)c2cc3c(Cl)nc4ccccc4c3s2)cc1OC
3.0 | 1.22 | O=C(Cc1c(O)c2ccccc2[nH]c1=O)NC1CCCCCCC1
7.5 | -0.46 | O=C1CN(C(=O)COC(=O)C2CC(=O)N(Cc3ccco3)C2)c2ccccc2N1 (stereo not given)
3.6 | -1.01 | O=C(NCC1CCCO1)c1cc2n(n1)C(C(F)(F)F)CC(c1ccc(F)cc1)N2 (stereo not given)
-3.7 | 3.46 | O=C(COC(=O)CCc1nc2ccccc2s1)Nc1ccc(S(=O)(=O)N2CCOCC2)cc1
-4.4 | 0.09 | CC(C)(C)C(=O)Cn1c(=N)n(Cc2ccccc2)c2ccccc21
-1.5 | -0.42 | CC1(C)CC2CC(C)(CN2C(=O)CCCN2C(=O)c3ccccc3C2=O)C1 (stereo not given)
2.4 | 2.35 | O=C(c1ccc(N2C(=O)CCC2=O)cc1)N1CCOCC1
-0.2 | -0.08 | Cc1cc2c(cc(C(=O)NCCCN3CCOCC3)n2Cc2ccc(Cl)cc2)o1
-2.5 | 0.18 | CCOC(=O)CSc1nc2ccccc2c(=O)n1Cc1ccco1
-4.5 | 2.7 | Cc1ccc(Cl)cc1N1CCN(C(=O)CCC(=O)O)CC1
12.1 | 0.45 | CC(=O)SC(C)CC(=O)Nc1ccccc1 (stereo not given)
-2.1 | -0.48 | CC1CCCCC1NC(=O)Cn1nc(-c2ccccc2)ccc1=O (stereo not given)
-6.8 | 1.69 | Cc1nnc2n(-c3ccccc3)c(=O)c3c4c(sc3n12)COC(C)(C)C4
-0.4 | -0.83 | CCOC(=O)C1=C(C)OC(N)=C(C#N)C1c1c(C)nn(-c2ccccc2)c1Cl (stereo not given)
11.2 | 0.3 | CN1CCN(Cc2c(O)ccc3c2oc(=O)c2ccccc23)CC1
14.3 | -0.33 | CCC1CCCCN1Cc1ccc(CNS(=O)(=O)c2ccc3c(c2)oc(=O)n3C)o1 (stereo not given)
3.3 | -0.14 | OCc1nc2ccccc2n1CCCOc1ccccc1
-4.1 | -0.78 | Cc1[nH]nc2c1C(CCc1ccccc1)C(C#N)=C(N)O2 (stereo not given)
-1.2 | 0.13 | CCOC(=O)N1CCC(NC(=O)c2cc(S(=O)(=O)N3CCOCC3)ccc2F)CC1
-3.6 | -1.02 | Cc1cc(C)n(C(CC(=O)O)C(=O)O)n1 (stereo not given)
-10.2 | 0.3 | O=C(O)c1ccccc1C(=O)OCCCCOC(=O)c1ccccc1C(=O)O
0.2 | 0.21 | O=C(CSCCO)Nc1ccc(C2CCCCC2)cc1
10.7 | -1.06 | O=C(Nc1ccc(F)cc1F)c1cccnc1
-7.9 | -0.04 | NC(=O)c1ccccc1-c1nc(-c2ccccc2)no1
5.2[fluorescence artefact?] | -0.09 | O=c1c2ccccc2c2ccccc2c(=O)n1Cc1cccnc1
0.6[fluorescence artefact?] | 0.2 | O=C(COC(=O)c1ccc2c(c1)OCO2)NC1CCS(=O)(=O)C1 (stereo not given)
2.6 | 0 | O=S1(=O)N=C(Nc2ccc(O)c(CN3CCCCC3)c2)c2ccccc21
2.0 | -0.4 | COc1cccc(C2C(C(=O)NCc3ccccc3)=C(C)Nc3ncnn32)c1 (stereo not given)
-9.5 | -2.54 | c1ccc(-n2ncc3c(NCc4cccs4)ncnc32)cc1
-3.6 | 2.45 | CCn1cc(CNC(=O)c2cc(Cl)ccc2OC)c(C)n1
-8.1 | -0.27 | COc1ccccc1N1CCN(CCNC(=O)Nc2cccc(C)c2C)CC1
0.2 | -0.22 | CN(C)CC(C(=O)c1ccccc1)c1ccccc1 (stereo not given)
14.2[fluorescence artefact?] | -0.2 | COc1cc2c(cc1NC(=O)CN1CCN(S(=O)(=O)c3ccc(F)cc3)CC1)oc1ccccc12

# These rows are one share of the data; the hit share may differ from the screen's.
